From PubChem
TRPML3 ag: human TRPML3 channel agonists, primary screen, cell-based, HEK293 TRPML3-YFP, Fluo-8 calcium fluorescence, 3 µM; 100% = the carbachol control signal; hit rate 0.29% among 220,000; activation, % at 3 µM; Mucolipin-3 (Homo sapiens), Q8TDD5; AID 1448, 2008;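 active means activation above its plate's cutoff, the mean activation of the plate's test wells plus 3 SD, cut at about 12% in these data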;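 further: 0% = DMSO only wells and 100% = carbachol wells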
Target sequence (Q8TDD5 whole entry, looked up): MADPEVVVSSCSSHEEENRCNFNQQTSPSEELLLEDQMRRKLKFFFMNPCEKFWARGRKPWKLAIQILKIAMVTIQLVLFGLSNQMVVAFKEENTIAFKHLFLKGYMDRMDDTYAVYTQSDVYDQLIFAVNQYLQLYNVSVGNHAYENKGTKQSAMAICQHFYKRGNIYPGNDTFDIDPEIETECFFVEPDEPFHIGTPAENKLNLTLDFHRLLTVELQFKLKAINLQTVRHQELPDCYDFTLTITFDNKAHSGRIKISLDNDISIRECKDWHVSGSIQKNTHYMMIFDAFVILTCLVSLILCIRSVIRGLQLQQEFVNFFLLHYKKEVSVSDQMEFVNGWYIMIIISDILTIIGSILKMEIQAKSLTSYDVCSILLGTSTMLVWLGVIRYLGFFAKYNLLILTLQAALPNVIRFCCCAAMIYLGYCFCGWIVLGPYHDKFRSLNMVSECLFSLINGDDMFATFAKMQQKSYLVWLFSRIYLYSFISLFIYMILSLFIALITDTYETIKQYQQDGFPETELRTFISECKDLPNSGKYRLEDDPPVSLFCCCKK
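Test system – HEK293 line with stable expression of human TRPML3-YFP channel · Control set – carbachol 87 µM final as high control (100%), DMSO as low control (0%) · Signal – Fluo-8 calcium dye fluorescence, ex 470-495, em 515-575 nm · Incubation – 1-h 37 °C dye load, 5-s basal, 120-s post-compound reads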
TRPN1 ag: zebrafish TRPN1 channel agonists, primary screen, cell-based, HEK293, calcium fluorescence. transient receptor potential cation channel N1 (TRPN1/NompC), Danio rerio. HEK293 zebrafish TRPN1-YFP, Fluo-8 calcium fluorescence; 100% = response to 87 µM carbachol. activation, % at 3 µM. hit rate 0.18% among 220,000;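 active means activation above its plate's cutoff, the mean activation of test wells on that plate plus 3 SD, cut at about 19% in these data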;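 further: 0% = DMSO alone and 100% = 87 µM carbachol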
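System: zebrafish TRPN1-YFP in HEK293 cells / Dosing: 3 µM single point / Timing: dye loading 1 h at 37 °C, then 30 min room temperature / Signal: Fluo-8 calcium fluorescence, excitation 470-495 nm, emission 515-575 nm / Read-out basis: percent activation from peak over basal fluorescence ratio, control-normalized / Control set: high carbachol 87 µM, low DMSO alone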
NPY-Y1 antag: NPY-Y1 receptor antagonists, primary screen, cell-based; hit rate 1% among 200,000; HEK293-CNG Y1 cells, membrane potential fluorescence; NPY at EC95, then isoproterenol; inhibition, % at 3.6 µM;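 active means inhibition above the campaign mean inhibition of all tested compounds plus 3 SD, cut at about 20% in these data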;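 further: 0% = DMSO wells given NPY plus isoproterenol and 100% = isoproterenol alone without NPY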
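material = HEK293 cells with Y1 receptor plus CNG channel | also added = NPY 25 nM then isoproterenol 1 µM plus Ro 20-1724 25 µM | schedule = dye 3 h, compound 60 min room temperature, stimulation 45 min | measured by = membrane potential fluorescence | benchmarks = high control isoproterenol alone, low control NPY with isoproterenol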
S1P4 antag: S1P4 receptor antagonists, primary screen, cell-based; Sphingosine 1-phosphate receptor 4 (Homo sapiens), O95977; S1P4-expressing cells, antagonist mode, reporter read-out; inhibition, % at 4.98 µM; hit rate 0.26% among 220,000; in the data active means inhibition above about 29%;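 further: 0% = wells stimulated with agonist and 100% = vehicle wells without agonist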
S1P4 agonist: S1P4 receptor agonists, primary screen, cell-based; S1P4-expressing cell line, agonist reporter assay; Sphingosine 1-phosphate receptor 4 (Homo sapiens), O95977; activation, % at 4.98 µM; AID 1509, 2009; hit rate 0.35% among 220,000; in the data active means activation above about 11%;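 further: 0% = DMSO vehicle and 100% = reference agonist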
NPY-Y2 PAM-ag: NPY-Y2 potentiators or agonists, primary screen, cell-based | cells expressing NPY-Y2, potentiator/agonist read-out | Neuropeptide Y receptor type 2 (Homo sapiens), P49146 | AID 1359, 2008 | activation, % at 3.6 µM | hit rate 0.45% among 220,000; in the data active means activation above about 27%;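 further: cells stimulated with NPY near EC25 plus isoproterenol at EC100; 0% = vehicle plus submaximal agonist and 100% = vehicle plus saturating agonist; some results beyond the cut were filed as inactive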
EP2 mod: EP2 receptor modulators, cAMP readout, primary screen, cell-based, HTRF cAMP, PGE2 stimulation. Prostaglandin E2 receptor EP2 subtype (Homo sapiens), P43116. induction, % at 25 µM. hit rate 0.83% among 260,000. EP2-expressing cells, cAMP HTRF FRET, PGE2 co-stimulation. AID 940, 2007;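 active means compounds whose cAMP rise, as percent of the full-agonist control response, exceeds 60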;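 further: rat C6 glioma line stably carrying human EP2 under a CMV promoter; the protocol text gives 20 µM as final concentration; 100% = response of wells given 1 µM PGE2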
Target sequence (P43116 whole entry, looked up): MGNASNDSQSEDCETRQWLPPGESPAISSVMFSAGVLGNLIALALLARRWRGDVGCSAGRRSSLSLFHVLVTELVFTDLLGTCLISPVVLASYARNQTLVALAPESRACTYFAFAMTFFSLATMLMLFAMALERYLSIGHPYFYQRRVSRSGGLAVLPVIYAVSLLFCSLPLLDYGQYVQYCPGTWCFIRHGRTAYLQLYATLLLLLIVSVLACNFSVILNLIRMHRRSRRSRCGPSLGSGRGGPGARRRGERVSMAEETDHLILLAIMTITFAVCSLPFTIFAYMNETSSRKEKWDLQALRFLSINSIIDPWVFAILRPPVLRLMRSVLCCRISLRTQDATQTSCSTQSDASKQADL
NPY-Y1 PAM-ag: NPY-Y1 receptor potentiators or agonists, primary screen, cell-based; NPY-Y1 expressing cells, potentiator/agonist activation; activation, % at 3.6 µM; hit rate 0.37% among 220,000; AID 1304, 2008; in the data active means activation above about 33%, passing the limit was not always enough;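 further: cells stimulated with NPY at EC10 then isoproterenol at EC100; 0% = low agonist plus stimulus and 100% = saturating agonist plus stimulus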
CHOP inhibitor: inhibitors of CHOP promoter induction, primary screen, cell-based, unfolded protein response, luciferase reporter. CHO-K1 CHOP-promoter luciferase, tunicamycin-induced, 15-18 h. inhibition, % at 10 µM. hit rate 3.8% among 220,000. AID 2732, 2010;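 active means compounds that reduced the stress-induced luciferase reporter signal by more than about 70% of percent inhibition, limit read from the data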;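 further: 0% = tunicamycin plus vehicle and 100% = wells without tunicamycin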
Numbers without * were called inactive; x = no result given; & = joins results of further samples. A portion of the library; count on the stated rates, not on these rows.

SMILES | TRPML3 ag | TRPN1 ag | NPY-Y1 antag | S1P4 antag | S1P4 agonist | NPY-Y2 PAM-ag | EP2 mod | NPY-Y1 PAM-ag | CHOP inhibitor
Cn1cccc1/C=C1/C(=O)NC(=O)N(Cc2ccccc2)C1=O | 0.4 | -0.6 | -4 | 1 | -0.9 | 0 | -77 | -13 | -92
O=C(NC1(C(F)(F)F)Oc2ccc(Cl)cc2O1)N1CCC2(CC1)OCCO2 (configuration not stated) | 0.1 | -0.2 | -9 | 42* | -5.9 | -1 | 8 | 25 | -20
O=P(O)(Oc1ccccc1)OC(c1ccccc1)C(F)(F)C(F)(F)F (configuration not stated) | 0.2 | 1.1 | 3 | -8 | 2.7 | -16 | -21 | -8 | 2
NS(=O)(=O)c1ccc(N=Nc2c(O)[nH]c(=S)[nH]c2=O)cc1 | -0.2 | 3.5 | x | 11 | -0.8 | 13 | 2 | 7 | 17
Cc1ccc2c(c1)C1CN(C)CCC1N2C(=O)Nc1cccc(C(F)(F)F)c1 (configuration not stated) | 2.0 | 0.8 | -6 | -8 | -0.7 | 20 | -24 | 8 | -21
O=C(c1ccc(C(F)(F)F)cc1)C1CCCN(Cc2ccc(CO)o2)C1 (configuration not stated) | 0.5 | 0.9 | 0 | -19 | 0.9 | -18 | -36 | -2 | 38
OC(COCc1ccc(Cl)cc1)CN1CC=C(c2ccccc2)CC1 (configuration not stated) | 1.5 | 1.9 | 9 | -22 | -0.3 | -9 | -8 | -19 | 47
C=CCn1c(O)c(C(C)=NCCCO)c(=O)[nH]c1=O | -0.1 | 0.5 | 1 | -4 | -2.8 | 3 | 18 | -13 | 32
COc1ccc(Cn2c(O)c(/C=N/NC(=O)c3ccccc3O)c(=O)[nH]c2=O)cc1 | 0.7 | -0.3 | 5 | -9 | 2.1 | 13 | 18 | -1 | -8
COc1cc2c(cc1O)CC1c3c(cc(O)c(OC)c3-2)CCN1C (configuration not stated) | 0.8&0.7 | 1.2&1.6 | -7 | 9&5 | -0.4&0.1 | 11&13 | 3&-16&-12 | 17&-4 | -14&4

Another view of part of the listing above:
Results follow in this order: TRPML3 ag	TRPN1 ag	NPY-Y1 antag	S1P4 antag	S1P4 agonist	NPY-Y2 PAM-ag	EP2 mod	NPY-Y1 PAM-ag	CHOP inhibitor
O=C(NC1(C(F)(F)F)Oc2ccc(Cl)cc2O1)N1CCC2(CC1)OCCO2 (configuration not stated)
  0.1	-0.2	-9	42*	-5.9	-1	8	25	-20
O=P(O)(Oc1ccccc1)OC(c1ccccc1)C(F)(F)C(F)(F)F (configuration not stated)
  0.2	1.1	3	-8	2.7	-16	-21	-8	2
NS(=O)(=O)c1ccc(N=Nc2c(O)[nH]c(=S)[nH]c2=O)cc1
  -0.2	3.5	x	11	-0.8	13	2	7	17
Cc1ccc2c(c1)C1CN(C)CCC1N2C(=O)Nc1cccc(C(F)(F)F)c1 (configuration not stated)
  2.0	0.8	-6	-8	-0.7	20	-24	8	-21

Continued:
SMILES | TRPML3 ag | TRPN1 ag | NPY-Y1 antag | S1P4 antag | S1P4 agonist | NPY-Y2 PAM-ag | EP2 mod | NPY-Y1 PAM-ag | CHOP inhibitor
COc1ccc(C[C@@H]2c3cc(O)c(OC)cc3CCN2C)cc1O | 1.0 | 0.7 | -2 | 9 | 0.0 | 16 | 17 | -20 | 6
Cc1nc2c(=O)n(C)c(=O)nc-2n(C)n1 | 1.0 | 1.6 | 4 | 97* | 1.9 | -36 | -164&-75 | -73 | x
Cc1cccc(NC(=O)OC2CN3CCC2CC3)c1 (configuration not stated) | 0.7 | 1.6 | x | -5 | -1.4 | -26 | -13 | 12 | 21
CCn1c(C(=O)N2CCC(C(=O)N3CCC4(CC3)OCCO4)CC2)cc2sccc21 | 0.4 | 0.1 | 0 | -8 | -0.7 | 10 | 35 | 0 | 39
COc1cccc(N2C(=O)NC(=O)/C(=C/c3ccc4c5c(cccc35)CC4)C2=O)c1 | 0.8 | 1.7 | 1 | -12 | 0.5 | -2 | -63 | -4 | 22
CCC(CC)C(=O)NC1CCSC1=O (configuration not stated) | -0.1 | 0.5 | 4 | -3 | -3.6 | 0 | 0 | 4 | -23
COc1ccccc1N1C(=O)NC(=O)C(CCc2ccncc2)(CCc2ccncc2)C1=O | 0.5 | 0.7 | -2 | 3 | -0.9 | -17 | -36 | -2 | 10
CCC(C)n1c(O)c(C=NCCc2ccccc2)c(=O)[nH]c1=S (configuration not stated) | 0.9 | -2.2 | x | -4 | 1.5 | 7 | 1 | -8 | -10
O=C(Nc1ccncc1)c1cccn(Cc2ccccc2)c1=O | 6.8 | 12 | -4 | -24 | 1.5 | 34* | -28 | 20 | 47
Cn1c(O)c(/C=N/N2CCOCC2)c(=O)n(C)c1=S | 0.5 | 2.7 | x | 3 | 0.9 | -20 | 25 | -5 | 3

The final 3 compounds of the part above open the next one:
SMILES | TRPML3 ag | TRPN1 ag | NPY-Y1 antag | S1P4 antag | S1P4 agonist | NPY-Y2 PAM-ag | EP2 mod | NPY-Y1 PAM-ag | CHOP inhibitor
CCC(C)n1c(O)c(C=NCCc2ccccc2)c(=O)[nH]c1=S (configuration not stated) | 0.9 | -2.2 | x | -4 | 1.5 | 7 | 1 | -8 | -10
O=C(Nc1ccncc1)c1cccn(Cc2ccccc2)c1=O | 6.8 | 12 | -4 | -24 | 1.5 | 34* | -28 | 20 | 47
Cn1c(O)c(/C=N/N2CCOCC2)c(=O)n(C)c1=S | 0.5 | 2.7 | x | 3 | 0.9 | -20 | 25 | -5 | 3
COc1ccc(N=Cc2c(O)n(Cc3ccccc3)c(=S)[nH]c2=O)c(OC)c1 | 0.9 | 0.9 | x | 2 | 0.0 | -7 | -4 | -24 | 53
COc1ccc(C(=O)CC2C(=O)N(C)C(=O)N(C)C2=O)cc1 | 0.4 | 0.1 | 6 | -7 | 2.5 | -16 | 17 | -10 | 3
CSc1ccccc1C(=O)C1CCCN(Cc2ccncc2)C1 (configuration not stated) | 1.0 | 1.2 | 0 | 11 | 0.1 | 6 | -5 | -16 | 20
OC1(CN2CCOCC2)C2CC3CC(C2)CC1C3 (configuration not stated) | 1.3 | 1.7 | 1 | 1 | -1.6 | 4 | -6 | -21 | 5
CCOc1ccc(-n2c(O)c(C=Nc3ccc(NC(C)=O)cc3)c(=O)[nH]c2=O)cc1 | 0.6 | 0.7 | x | -14 | 0.8 | 4 | 6 | 10 | 0
CC(C)C(=O)Nc1ccc(N2CCN(C)CC2)c(F)c1 | -0.8 | 0.2 | -9 | -7 | 0.0 | 1 | -18 | -16 | -9
Cc1cc(C=C(C#N)C#N)ccc1N1CCCC1 | 0.8 | -1.9 | 2 | -6 | 1.8 | -10 | -69 | 3 | 14
CC(=O)N1CCC2(CC1)CC(=O)c1cc(OCC(=O)N3CCC4(CC3)OCCO4)ccc1O2 | 0.6 | 1.8 | -4 | 8 | -2.2 | -6 | -36 | 1 | 8
CCCCOC(=O)C1=C(N)OC2=C(C(=O)CCC2)[C@]12C(=O)N(C)c1ccccc12 | 1.5 | 1.0 | 5 | -14 | 0.4 | 20 | 11 | 10 | -7
CC(C)Cc1[nH]c(=O)c(C#N)c2c1CCC2 | 0.8 | -0.4 | 2 | 1 | 0.1 | 1 | 42 | 14 | 0
Cc1ccccc1-n1c(O)c(/C=N/N2CCOCC2)c(=O)[nH]c1=S | 0.0 | -1.1 | 3 | -4 | -1.6 | 15 | 4 | -12 | -15
C1=C(CCNCc2ccccc2)CCCC1 | -0.3 | 0.6 | 0 | -9 | -1.3 | -13 | 31 | -4 | 52
CCCCn1c(=O)c(C(=O)Nc2ccccc2S(N)(=O)=O)c(O)c2ccccc21 | 0.3 | 0.3 | 3 | -13 | 0.2 | -9 | 2 | 3 | 77*
CSc1ncc(/C=C2/C(=O)NC(=O)N(C3CCCCC3)C2=O)cn1 | 0.2 | 1.2 | -1 | -17 | -1.8 | -6 | -38 | 2 | -28
CN(C/N=C(\N)N[N+](=O)[O-])S(=O)(=O)c1ccccc1 | 0.6 | 1.5 | -5 | -9 | 1.1 | 10 | -3 | 25 | -6
CC1C(c2cccs2)=[N+]([O-])C(C)(C(=O)c2ccc(F)cc2)N1O (configuration not stated) | -0.2 | 0.6 | 0 | -8 | -0.7 | 6 | x | 19 | x
CC(=O)Cc1ccc(OC(C)C)cc1 | 0.7 | 1.0 | x | -6 | 0.0 | 4 | -22 | 8 | 7
CCC12C=CCN3CCC4(c5cc(Br)c(OC)cc5N(C)C4C(O)(C(=O)OC)C1OC(C)=O)C32 (configuration not stated) | 1.9 | -1.1 | 2 | -5 | 1.5 | 7 | 14 | 12 | 1
CC1CCCCN1Cc1c[nH]c2ccccc12 (configuration not stated) | 0.6 | 2.4 | x | 1 | 0.5 | -19 | -10 | 10 | 2
CCOP(=S)(NN(Cc1ccccc1)C(=O)c1ccccc1)OCC | 0.0 | -2.2 | 16 | -8 | 0.4 | -5 | 32 | -41 | 15
CC(C)C(=O)NC(Oc1ccccc1Cl)C(Cl)(Cl)Cl (configuration not stated) | -2.1 | -1.1 | -1 | 11 | 0.5 | 2 | 25 | 2 | 12
Nc1c(C(=O)NCCc2ccccc2)c2nc3ccccc3nc2n1CCN1CCOCC1 | 1.4 | 3.1 | 1 | -4 | 7.2 | 20 | 38 | -10 | 88*
CCCCCCN=C(C)c1c(O)n(Cc2ccccc2)c(=O)[nH]c1=O | 0.3 | -0.8 | 9 | -13 | -1.6 | -11 | 54 | -2 | 69
CN1C(=O)C(=Cc2sc(=O)n(-c3ccccc3)c2N2CCCCC2)C(=O)N(C)C1=O | 9.1 | 29* | x | -18 | 0.6 | 2 | -5 | 6 | 1
O=CC(Cl)P(=O)(N1CCOCC1)N1CCOCC1 (configuration not stated) | 0.1 | 1.0 | x | -2 | 1.6 | 11 | 6 | -3 | -3
O=C1NC(=O)C(=Cc2coc3ccc(O)cc3c2=O)C(=O)N1 | -0.3 | 1.9 | x | 4 | 0.8 | -7 | 18 | 5 | 19

Quoted from the listing:
`CC(C)C(=O)NC(Oc1ccccc1Cl)C(Cl)(Cl)Cl` (configuration not stated) in NPY-Y2 PAM-ag → 2
`Nc1c(C(=O)NCCc2ccccc2)c2nc3ccccc3nc2n1CCN1CCOCC1` in NPY-Y1 PAM-ag → -10
`CCCCCCN=C(C)c1c(O)n(Cc2ccccc2)c(=O)[nH]c1=O` in S1P4 antag → -13
